# HIF-2a inh = HIF-2a inhibition | 786-0 RCC cells HIF-2a reporter, luciferase luminescence, overnight | inhibition, % at 18.8 µM | hit rate 0.72% among 360,000 | AID 624352;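 active means inhibition of the luminescence signal of 40% or more relative to plate controls, in a single-dose primary screen at 18.75 µM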
# CaV13 FRET inh = Primary screen for inhibitors of IQ motif and Ca2+-dependent inactivation inhibitor domain binding in CACNA1D, Förster resonance energy transfer in living cells, …; AID 743397; inhibition, % at 12.3 µM; hit rate 0.098% among 340,000; HEK cells, CFP/YFP FRET ICDI-IQ, plate reader, 10 min; percent FRET-ratio fall versus neutral wells;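 active means mean replicate inhibition of at least 30% and at least 1% of replicates passing that level; inconclusive means only one of the two criteria is met; inactive means neither criterion is met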;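 further: 0% = median of the neutral control wells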
# H9c2 protect = myocardial damage modulation in H9c2 cells; H9c2 cardiomyocytes, H2O2 injury protection, ATPLite, 2 h; protection from H2O2 cell death, % at 20 µM; hit rate 0.63% among 360,000; AID 588492;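 active means compounds giving at least 50% protection of heart cells from peroxide-induced death in the single-dose screen, raw or plate-pattern-corrected value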;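 further: 0% = DMSO wells with peroxide and 100% = DMSO wells without peroxide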
# Peg3 promoter = Peg3 promoter activity inhibition; hit rate 1.7% among 360,000; inhibition, % at 20 µM; HeLa PEG-Prom luciferase reporter, luminescence, overnight;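 active means inhibition of at least 50% at 20 µM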
# PDI inh = inhibitors of human protein disulfide isomerase. inhibition, % at 10 µM. hit rate 0.052% among 350,000. P07237. PDI insulin aggregation turbidity, A650, 90 min;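 active means mean inhibition across replicates of 30% or more, whatever share of single replicates reach that level; inconclusive means mean inhibition below 30% while every single replicate reaches 30%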;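 further: absorbance from insulin aggregation driven by PDI reduction with DTT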
# NR2E3 ag-1 = activates human photoreceptor nuclear receptor NR2E3; Q9Y5X4; GST-NR2E3/biotin-RetCOR TR-FRET, 1536-well; inhibition of corepressor binding, % at 4.78 µM; hit rate 0.12% among 320,000; AID 2300;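 active means percent inhibition above the cutoff of mean plus 3 SD of all tested compounds, set per screening campaign, cut at about 20% in these data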;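 further: 0% = DMSO wells and 100% = biotin wells as full block of FRET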
# Target sequence (Q9Y5X4 whole entry, looked up): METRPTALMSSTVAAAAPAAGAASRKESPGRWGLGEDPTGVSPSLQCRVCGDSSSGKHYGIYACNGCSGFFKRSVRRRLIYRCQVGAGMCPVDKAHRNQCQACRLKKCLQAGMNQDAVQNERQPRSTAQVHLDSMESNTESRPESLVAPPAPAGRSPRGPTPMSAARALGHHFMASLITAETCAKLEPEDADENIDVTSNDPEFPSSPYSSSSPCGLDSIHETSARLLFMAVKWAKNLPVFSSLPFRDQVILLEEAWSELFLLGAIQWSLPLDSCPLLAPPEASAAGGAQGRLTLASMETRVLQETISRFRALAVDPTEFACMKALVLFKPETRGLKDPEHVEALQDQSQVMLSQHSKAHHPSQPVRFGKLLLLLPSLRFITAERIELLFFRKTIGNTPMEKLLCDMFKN
#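 Material – GST-tagged NR2E3 plus biotinylated RetCOR corepressor · Quantity – NR2E3 fusion 1.35 nM · Times – 5 h incubation at 4 °C · Medium – pH 7.5 Tris-based buffer · Technique – TR-FRET, Eu(K)-anti-GST donor, streptavidin-D2 acceptor, ex 340, em 617/671 nm · Benchmarks – high control biotin, low control 0.6% DMSO · Format – 1536-well plates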
# HTR2A ag = activates the mouse 5-HT2A serotonin receptor; activation, % at 7.6 µM; CHO-K1 mHTR2A beta-arrestin complementation, luminescence; percent of 30 µM serotonin response; AID 624169; P35363; hit rate 0.66% among 360,000;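 active means activation above a run cutoff, the mean activation of all tested compounds plus 3 SD, cut at about 14% in these data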;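 further: 0% = plate median of compound wells and 100% = 30 µM serotonin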
# Target sequence (P35363 whole entry, looked up): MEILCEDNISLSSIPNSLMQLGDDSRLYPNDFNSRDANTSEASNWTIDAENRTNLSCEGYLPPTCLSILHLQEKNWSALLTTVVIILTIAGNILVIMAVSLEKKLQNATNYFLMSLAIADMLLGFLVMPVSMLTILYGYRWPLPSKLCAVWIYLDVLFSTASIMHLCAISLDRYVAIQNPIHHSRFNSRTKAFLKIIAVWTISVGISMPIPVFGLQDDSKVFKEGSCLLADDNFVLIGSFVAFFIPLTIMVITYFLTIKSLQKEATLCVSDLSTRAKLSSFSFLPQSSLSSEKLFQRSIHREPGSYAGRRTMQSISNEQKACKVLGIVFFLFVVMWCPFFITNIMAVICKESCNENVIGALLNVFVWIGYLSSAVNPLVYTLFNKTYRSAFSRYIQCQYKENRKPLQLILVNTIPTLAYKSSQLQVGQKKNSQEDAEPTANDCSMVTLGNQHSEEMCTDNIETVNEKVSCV
# hiPSC survival = increases survival of single human iPS cells | hiPSC single-cell survival, ATPlite luminescence; 100% = ROCK inhibitor wells, 0% = DMSO | AID 602274 | survival enhancement, % at 20 µM | hit rate 0.044% among 360,000; in the data active means survival enhancement above about 18%;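 further: cells exposed to compounds for 16 hours before the ATP read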
# NR2E3 ag-2 = agonists of human NR2E3 nuclear receptor; Q9Y5X4; CHO-S Gal4-NCOR/VP16-NR2E3 two-hybrid, luciferase; inhibition of corepressor binding, % at 3.98 µM; hit rate 0.35% among 360,000; AID 602229;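 active means inhibition above the mean of all tested compounds plus 3 SD, cut at about 70% in these data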;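 further: 0% = DMSO with NR2E3 transfected cells and 100% = cells lacking NR2E3 construct; higher means lower luciferase signal from less NR2E3 corepressor binding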
# Shn3 3UTR inh = inhibitors of Schnurri-3 3'UTR reporter in osteoblasts; Clone20 osteoblast Shn3 3'UTR firefly luciferase, 24 h; inhibition, % at 12.5 µM; hit rate 0.52% among 360,000;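 active means mean inhibition of at least 75% with every replicate also reaching 75%; inconclusive means mean inhibition at least 75% but some replicate below; inactive means mean inhibition below 75%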;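 further: 0% = median of neutral control wells and 100% = pilot-screen positive control compound; some compounds past the cut are filed as inactive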
# TRPM1 prom inh = reduces MITF-dependent TRPM1 promoter luciferase signal. SK-MEL-5 TRPM1 promoter luciferase, 24 h. inhibition, % at 12.5 µM. hit rate 0.83% among 330,000. AID 488899;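 active means mean inhibition across replicates of 60% or more, whatever share of single replicates reaches that level; inconclusive means some that reach 60%, reason not given; inactive means mean inhibition across replicates below 60%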; further: values of inactives mirror those of a sister screen read the other way
# * marks the source's active call; other numbers are inactive results; ? = inconclusive; nt = no result given.
SMILES,HIF-2a inh,CaV13 FRET inh,H9c2 protect,Peg3 promoter,PDI inh,NR2E3 ag-1,HTR2A ag,hiPSC survival,NR2E3 ag-2,Shn3 3UTR inh,TRPM1 prom inh
COP(=S)(OC)SCn1nnc2ccccc2c1=O,-5.7,-16.6,-1.3,-37.1,-1.9,nt,2.7,-2.8,7.8,-7.7,0.7
Cc1ccc(-n2c(O)c(C=Nc3ccc(Br)cn3)c(=O)[nH]c2=O)cc1,23.6,-6.2,-1.2,17.3,0.5,1.9,-1.1,0.8,-20.7,-12.5,6.2
COC(=O)c1ccccc1NC(=O)N1C[C@@H]2C[C@@H](C1)c1cccc(=O)n1C2,8.4,nt,5.8,8.3,nt,3.6,-4.4,-2.1,10.4,-5.7,9.4
O=C(Cn1cc(C(=O)c2ccccc2F)c2ccccc21)NC1CC1,14.5,-6.8,4.4,16.0,19.8,-1.2,1.9,-0.7,-11.4,-54.5,4.6
CCOC(=O)c1c(C)n(CCOC)c2ccc(O)cc12,1.2,-3.8,20.5,15.4,2.6,0.2,2.0,-3.1,-20.7,-5.3,4.1
Cc1cccc(OP(N)(=O)Oc2cccc(C)c2)c1,7.9,-15.7,-2.0,6.7,-1.4,-0.4,4.0,0.5,9.2,-4.3,-5.7
O=C1C2CCCN2C(c2ccc(Cl)c(Cl)c2)N1c1ccccn1 (stereo not drawn),6.4,0.3,14.1,-0.1,-2.6,1.7,5.1,-2.6,7.7,0.9,1.4
Cc1ccc(CS(=O)(=O)CCC(=O)N2CCC3(CC2)OCCO3)cc1,-11.1,nt,-4.1,11.5,6.2,0.6,4.6,-1.3,-12.1,-17.7,8.1
Cc1ccsc1CNCCc1ccccc1F,-15.7,-10.9,-2.1,-15.9,-0.7,-1.9,5.1,-0.6,-10.4,-1.1,-14.3
CC(C)(C)c1cc(C=C(C#N)C#N)cc(C(C)(C)C)c1O,-23.5,-5.2,-43.7,56.2*,-6.1,-0.3,14.1,-2.1,92.0*,92.8*,83.7*
CC(C)C[C@H]1COc2cccc(N3CCN(C)CC3)c2S(=O)(=O)N1,21.2,-3.0,nt,nt,nt,nt,11.2,-0.1,-37.1,nt,nt
CCC1(CC)C(=O)NC(=O)N(c2ccccc2)C1=O,10.4,nt,3.0,-6.2,nt,nt,-2.9,-2.6,-7.7,-1.8,-0.1
CCOC(=O)[C@]12Cc3cc(OC)ccc3[C@H]1N(Cc1ccccc1)C(=O)c1cc(F)c(F)cc12,9.8,-13.4,-8.5,18.1,3.4,nt,0.5,-2.6,5.9,1.9,-2.4
Cc1cc(C(=O)O)c(C)n1C1CC1,8.7,-0.8,7.0,0.3,-0.9,-0.3,4.9,-0.5,-39.5,-26.4,-15.3
COc1ccc(N=Cc2c(O)n(Cc3ccccc3)c(=S)[nH]c2=O)c(OC)c1,-65.0,-0.9,-1.8,54.2*,1.6,3.7,3.3,0.5,3.1,10.1,-33.9
COc1cccc(CNCCc2cccc(F)c2)c1OC,12.0,-6.9,6.2,4.3,1.1,3.8,1.9,-0.5,-1.6,-7.6,-2.2
C[C@](N)(CCP(=O)(O)O)C(=O)O,-30.9,-4.6,-5.1,-27.7,-5.4,2.8,1.0,0.4,6.8,-2.4,-0.3
Cc1nc2c(=O)n(C)c(=O)nc-2n(C)n1,81.5*,0.5,-31.6,104.7*,189.0*,38.2*,10.2,-2.9,113.7*,98.1*,109.8*
COC(=O)C1=C(c2cc3ccccc3o2)C[C@@H]2CC[C@H]1N2C,1.7,-1.4,-2.0,-11.5,2.7,1.3,-1.9,-2.3,-11.0,-1.8,8.9
C[C@H]1CCCC(=O)CCCCCc2cc(O)cc(O)c2C(=O)O1,8.0,-4.2,-18.7,-9.0,?,-4.6,1.1,-0.3,-0.5,5.2,0.1
O=C(Cc1ccccc1)N1CCN(Cc2ccccc2Cl)CC1,17.8,-19.9,1.3,9.4,16.4,-3.6,21.7*,0.7,22.0,5.0,4.7
Cn1c(O)c(C=NCCN2CCOCC2)c(=O)n(C)c1=S,22.7,-1.3,-3.3,10.0,-0.5,-1.6,1.4,-0.6,5.8,-22.4,4.9
O=[N+]([O-])c1cc(-n2cnnn2)c(O)c([N+](=O)[O-])c1,10.1,1.5,2.5,12.8,3.1,2.5,-0.3,1.1,-5.6,-3.6,3.6
O=C1/C(=C\c2cccnc2)N2CCC1CC2,6.7,-5.3,4.6,12.6,6.3,3.3,3.8,-0.1,2.7,14.3,2.5
COc1ccc2c(c1O)-c1cccc3c1[C@@H](C2)N(C)CC3,12.7,-6.0,9.0,21.9,-4.9,-1.7,-3.9,2.1,-28.2,0.4,-4.2
SMILES,HIF-2a inh,CaV13 FRET inh,H9c2 protect,Peg3 promoter,PDI inh,NR2E3 ag-1,HTR2A ag,hiPSC survival,NR2E3 ag-2,Shn3 3UTR inh,TRPM1 prom inh
CCOc1ccc(C2C(C#N)=C(N)Oc3c2c(=O)oc2ccccc32)cc1 (stereo not drawn),8.8,-4.6,-0.6,10.6,-2.2,4.0,-0.3,-1.4,-17.1,-0.3,2.4
Cc1cccc(NC(=O)OC2CN3CCC2CC3)c1 (stereo not drawn),-20.5,-5.0,-3.5,-7.9,-3.1,-0.5,-3.6,0.0,-26.4,11.5,-19.9
OC(Cn1c2ccccc2c2ccccc21)C[n+]1cccc2ccccc21 (stereo not drawn),14.5,-4.8,7.9,59.1*,-7.8,1.2,-0.1,-3.6,11.7,18.0,-20.9
CCCCn1c(=O)c(C(=O)NCc2ccc(Cl)cc2)c(O)c2ccccc21,28.7,0.2,49.6,29.6,7.2,0.9,-3.1,-0.3,-17.8,64.5,18.3
COC(=O)C1=C(c2c(C)noc2C)C[C@@H]2CC[C@H]1N2C(=O)NC(C)C,5.5,-4.7,7.3,0.3,-0.1,0.7,-2.3,-2.0,-5.2,-52.0,0.5
N[C@@]1(C(=O)O)CC[C@@H](C(=O)O)C1,5.7,-5.4,-6.1,-30.4,-2.2,1.6,9.9,2.1,2.5,-9.2,7.4
CC(C(=O)c1ccccc1)N1C(=O)c2ccccc2C1=O (stereo not drawn),5.8,-2.0,4.4,-2.6,0.2,1.6,1.5,0.1,-1.6,-5.0,3.7
O=C(c1cccn2c(=O)c3ccccc3nc12)N1CCC2(CC1)OCCO2,0.6,-7.9,2.2,4.1,1.6,4.0,1.3,-2.7,3.3,10.3,3.7
O=[N+]([O-])c1cccc(NP(=O)(Oc2ccccc2)Oc2ccccc2)c1,42.0*,0.4,1.3,42.6,-1.5,0.5,1.8,-0.2,-14.3,16.4,15.3
Cc1cc(/C=C2\C(=O)NC(=O)N(c3ccc(Cl)cc3)C2=O)c(C)n1C,5.3,-5.0,36.7,2.9,-4.5,4.0,0.9,-0.3,1.9,6.1,1.2
Cc1nn(-c2ccccc2)c(C)c1NC(=O)COC(=O)Cc1ccccc1,8.2,-5.3,4.5,-0.1,1.5,0.4,0.2,-0.2,8.7,-12.7,0.1
COCCOC(=O)c1c(C)n(C)c2ccc(OC(=O)N(C)C)cc12,5.5,-6.1,0.5,8.1,-4.2,-1.0,3.9,-0.6,2.1,-28.5,-7.1
CC(C)Oc1cccc(C(=O)C2CCCN(C3CCOCC3)C2)c1 (stereo not drawn),4.7,-6.3,0.5,7.4,-0.8,1.7,-6.5,0.9,25.4,22.1,2.7
O=C(NC1CN2CCC1CC2)c1cccc(Cl)c1 (stereo not drawn),24.0,-17.7,4.9,27.3,1.1,-2.0,2.0,0.7,6.0,5.1,-13.5
CC(C)CCC1(CCc2ccncc2)C(=O)NC(=O)NC1=O,16.2,-4.0,1.7,16.2,0.2,-0.5,-2.5,-1.1,3.5,-12.6,-4.0
COC(=O)C1=C(c2cccc(OC)c2OC)C[C@@H]2CC[C@H]1N2C(=O)NCc1ccccc1,-11.0,-11.1,3.1,-5.2,-2.5,-1.0,1.0,-1.3,-5.9,-1.2,0.2
CC(=O)OC1N=C(c2ccccc2)c2cc(Br)ccc2NC1=O (stereo not drawn),16.5,-5.2,6.8,9.1,5.7,2.7,3.8,-3.2,27.8,5.5,-0.6
Cc1nn(Cc2ccccc2)c(C)c1C(=O)OCC(=O)NC1CCS(=O)(=O)C1 (stereo not drawn),20.2,-4.8,-1.2,19.6,-4.0,2.3,3.9,1.5,-11.2,12.5,-12.5

# An excerpt of these results, bar-delimited:
Molecule | HIF-2a inh | CaV13 FRET inh | H9c2 protect | Peg3 promoter | PDI inh | NR2E3 ag-1 | HTR2A ag | hiPSC survival | NR2E3 ag-2 | Shn3 3UTR inh | TRPM1 prom inh
COP(=S)(OC)SCn1nnc2ccccc2c1=O | -5.7 | -16.6 | -1.3 | -37.1 | -1.9 | nt | 2.7 | -2.8 | 7.8 | -7.7 | 0.7
Cc1ccc(-n2c(O)c(C=Nc3ccc(Br)cn3)c(=O)[nH]c2=O)cc1 | 23.6 | -6.2 | -1.2 | 17.3 | 0.5 | 1.9 | -1.1 | 0.8 | -20.7 | -12.5 | 6.2
COC(=O)c1ccccc1NC(=O)N1C[C@@H]2C[C@@H](C1)c1cccc(=O)n1C2 | 8.4 | nt | 5.8 | 8.3 | nt | 3.6 | -4.4 | -2.1 | 10.4 | -5.7 | 9.4
O=C(Cn1cc(C(=O)c2ccccc2F)c2ccccc21)NC1CC1 | 14.5 | -6.8 | 4.4 | 16.0 | 19.8 | -1.2 | 1.9 | -0.7 | -11.4 | -54.5 | 4.6
CCOC(=O)c1c(C)n(CCOC)c2ccc(O)cc12 | 1.2 | -3.8 | 20.5 | 15.4 | 2.6 | 0.2 | 2.0 | -3.1 | -20.7 | -5.3 | 4.1
Cc1cccc(OP(N)(=O)Oc2cccc(C)c2)c1 | 7.9 | -15.7 | -2.0 | 6.7 | -1.4 | -0.4 | 4.0 | 0.5 | 9.2 | -4.3 | -5.7
O=C1C2CCCN2C(c2ccc(Cl)c(Cl)c2)N1c1ccccn1 (stereo not drawn) | 6.4 | 0.3 | 14.1 | -0.1 | -2.6 | 1.7 | 5.1 | -2.6 | 7.7 | 0.9 | 1.4
Cc1ccc(CS(=O)(=O)CCC(=O)N2CCC3(CC2)OCCO3)cc1 | -11.1 | nt | -4.1 | 11.5 | 6.2 | 0.6 | 4.6 | -1.3 | -12.1 | -17.7 | 8.1

# Screens: PubChem BioAssay, several laboratories

# The list is partial. The share of hits here may be higher or lower than overall.
